# CXCR6 inh: CXCR6 receptor inhibitors, primary screen, cell-based, beta-arrestin, luminescence, CHO-K1 PathHunter, 1536-well; 360,000 tested, 0.36% active; AID 602244, 2012; inhibition, % at 20 µM; in the data active means inhibition above about 34%, passing the limit was not always enough;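 further: antagonist mode with CXCL16 agonist at 10 nM final; 0% = 10 nM CXCL16 with DMSO and 100% = unstimulated wells without agonist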
# Target sequence (O00574 whole entry, looked up): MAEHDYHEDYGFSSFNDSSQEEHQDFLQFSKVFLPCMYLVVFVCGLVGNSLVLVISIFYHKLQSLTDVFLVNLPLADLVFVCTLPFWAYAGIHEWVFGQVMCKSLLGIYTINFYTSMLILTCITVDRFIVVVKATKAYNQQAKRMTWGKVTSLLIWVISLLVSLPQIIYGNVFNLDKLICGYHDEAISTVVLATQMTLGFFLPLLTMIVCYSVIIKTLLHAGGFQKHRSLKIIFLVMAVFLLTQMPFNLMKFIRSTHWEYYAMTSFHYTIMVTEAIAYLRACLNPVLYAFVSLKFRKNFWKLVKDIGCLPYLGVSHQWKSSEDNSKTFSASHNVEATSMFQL
# EBI2 block: EBI2 receptor antagonists, beta-arrestin recruitment, primary screen, cell-based, luminescence, 7a,25-OHC stimulation, uHTS | G-protein coupled receptor 183 (Homo sapiens), P32249 | 7a,25-OHC stimulated | inhibition, % at 5 µM | 360,000 tested, 0.81% active; in the data active means inhibition above about 38%;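 further: enzyme fragment complementation signal reports receptor beta-arrestin coupling in cells; 0% = agonist plus DMSO wells and 100% = wells without agonist; some results beyond the cut were filed as inactive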
# UBC13 inh: UBC13 polyubiquitin chain formation inhibitors, primary screen, biochemical, TR-FRET, uHTS | Ubiquitin-conjugating enzyme E2 N (Homo sapiens), P61088 | inhibition, % at 20 µM | 330,000 tested, 0.47% active | AID 485273, 2010; in the data active means inhibition above about 45%, passing the limit was not always enough
# Target sequence (P61088 whole entry, looked up): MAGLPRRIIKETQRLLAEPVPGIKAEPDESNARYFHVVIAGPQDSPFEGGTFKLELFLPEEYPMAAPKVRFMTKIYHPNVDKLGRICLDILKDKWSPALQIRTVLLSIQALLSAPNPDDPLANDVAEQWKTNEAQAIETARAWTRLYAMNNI
# Gli-Sufu antag: Gli-Sufu pathway antagonists, primary screen, luciferase luminescence, Sufu-KO-LIGHT cells, uHTS | 340,000 tested, 0.74% active | Sufu-KO-LIGHT fibroblasts, Gli luciferase reporter luminescence | AID 588413, 2011 | inhibition, % at 5 µM;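 active means inhibition above about 55%, limit read from the data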;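 further: 0% = DMSO-treated cells and 100% = wells with medium but no cells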
# CCR6 antag: CCR6 receptor antagonists, primary screen, cell-based, CHO-K1, luminescence, beta-arrestin, uHTS; C-C chemokine receptor type 6 (Homo sapiens), P51684; CHO-K1 CCR6 PathHunter beta-arrestin, CCL20-stimulated; inhibition, % at 20 µM; 340,000 tested, 0.49% active; AID 493098, 2011;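 active means compounds whose inhibition of the agonist-driven luminescence signal at 20 µM reaches about 50%, limit read from the data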;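 further: cells stimulated with CCL20 at 14 nM final; plate controls were DMSO with CCL20 for no effect and DMSO without agonist for full effect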
# ATG4B inhibitor: ATG4B protease inhibitors, primary screen, biochemical, fluorescence, uHTS | Cysteine protease ATG4B (Homo sapiens), Q9Y4P1 | ATG4B cleavage of LC3-PLA2, NBD-HPC fluorescence, 1 h | inhibition, % at 8.33 µM | 340,000 tested, 0.51% active; in the data active means inhibition above about 40%
# Target sequence (Q9Y4P1 whole entry, looked up): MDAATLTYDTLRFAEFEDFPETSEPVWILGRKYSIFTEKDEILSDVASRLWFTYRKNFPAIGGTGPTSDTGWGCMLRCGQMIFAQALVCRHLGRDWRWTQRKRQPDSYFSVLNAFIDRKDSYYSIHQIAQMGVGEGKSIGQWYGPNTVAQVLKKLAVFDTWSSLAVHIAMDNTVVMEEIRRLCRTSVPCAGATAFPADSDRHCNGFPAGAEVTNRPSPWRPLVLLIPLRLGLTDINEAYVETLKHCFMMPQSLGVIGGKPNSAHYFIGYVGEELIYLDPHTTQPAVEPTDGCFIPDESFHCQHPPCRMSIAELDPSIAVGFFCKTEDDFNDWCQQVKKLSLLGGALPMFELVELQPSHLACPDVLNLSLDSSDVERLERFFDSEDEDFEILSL
# APJ antagonist: antagonists of human apelin receptor APJ, primary screen, CHO-K1 cells, beta-arrestin complementation, luminescence. P35414. inhibition, % at 20 µM. 330,000 tested, 0.32% active. AID 2521, 2010;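 active means inhibition above about 40% at 20 µM, limit read from the data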;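 further: cells challenged with 10 nM apelin-13 agonist together with compound; plate controls were apelin-13 plus DMSO wells for no effect and DMSO wells lacking apelin-13 for full effect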
# APJ ag: agonists of human apelin receptor APJ, primary screen, CHO-K1 cells, PathHunter beta-arrestin, luminescence. activation, % at 20 µM. 330,000 tested, 0.11% active. AID 2520, 2010. 0% DMSO wells, 100% apelin. P35414;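 active means activation more than six SD over the plate average, tested at 20 µM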;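 further: 0% = DMSO alone and 100% = apelin-13 at 10 nM; some results filed as inactive read as strong as hits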
#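 Assay system – PathHunter CHO-K1 APJ (AGTRL-1) beta-arrestin reporter cells · Compound – one dose, 20 µM compound, 1% DMSO · Timing – compound 90 min 25 °C, reagent 1 h · Measured by – luminescence from split beta-galactosidase complementation, Galacton Star/Emerald II substrate · Measure – beta-arrestin recruitment to APJ as agonist activity, luminescent signal · Benchmarks – DMSO vs Apelin-13 10 nM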
# Numbers without * were called inactive; / = not tested or not shown.
SMILES,CXCR6 inh,EBI2 block,UBC13 inh,Gli-Sufu antag,CCR6 antag,ATG4B inhibitor,APJ antagonist,APJ ag
Cc1ccc(CNC(=O)C2CCN(S(=O)(=O)N3CCCC3)CC2)cc1,11,12,4,-10,0,-7,1,2
Cc1ccccc1N1CC(C(=O)Nc2ccc(S(=O)(=O)N3CCCCC3)cc2)CC1=O (stereo unspecified),-6,-6,0,-9,-12,-2,-16,1
Cc1cccc(N2CCN(S(C)(=O)=O)CC2)c1C,0,-7,1,2,11,-7,9,-2
COc1ccc(NC(=O)c2ccc3c(c2)C(=O)N(Cc2cccnc2)C3=O)cc1,4,53*,7,-71,-12,0,13,-4
O=C(CCNS(=O)(=O)c1ccc(Cl)cc1)N1CCCC1,3,1,6,-16,3,6,7,-4
CC1(C)CC2CC(C)(CN2S(=O)(=O)c2ccc(C(=O)Nc3ccc(S(=O)(=O)N4CCOCC4)cc3)cc2)C1 (stereo unspecified),3,19,-4,/,16,-11,2,-2
CC(=O)NCc1ccc(C(=O)CSc2nnc(-c3ccncc3)n2Cc2ccccc2)o1,8,-3,-5,2,-1,-3,-11,2
CC(=O)c1ccc(OC(C)C)c(CSc2nc(O)cc(=O)[nH]2)c1,4,2,-15,-1,-19,-5,7,1
Cc1cc2oc3ccc(NCCCn4ccnc4)cc3c(=O)c2cc1C,-5,-3,16,-38,10,5,-2,14
CN=C(Nc1cc(C)nn1CCC#N)c1ccccc1F,0,1,-7,-3,10,2,-5,1
C#Cc1ccc([C@@H]2C=C(C(=O)OCC=C)O[C@H](OCc3ccc(CO)cc3)C2)cc1,17,17,-4,-11,14,1,-5,-2
C[C@H](NC(=O)c1cc2c(cn1)[nH]c1ccccc12)C(=O)O,-3,17,6,18,10,-5,21,-6
COc1ccc(NC(=S)NCC(O)c2ccccc2)c(OC)c1 (stereo unspecified),7,-16,-18,0,-14,-6,-16,-3
COc1ccc(N2C(=O)C3CCCN3C2=S)cc1 (stereo unspecified),8,-1,-6,10,-11,-9,11,-1
O=C(COC(=O)c1ccc(F)cc1Cl)NCc1ccco1,-10,-5,2,3,-3,-7,4,-3
CC1CCN(C(=O)C(=O)c2cn(CC(=O)N3CCCC3)c3ccccc23)CC1,-1,1,8,5,4,0,-7,-4
CCCCNc1oc(-c2ccc(OC)cc2)nc1S(=O)(=O)c1ccccc1,5,-20,13,-2,-6,-3,-12,-3
Cc1nn(C)c(C)c1NS(=O)(=O)c1ccccc1,1,-8,13,5,7,-8,3,-5
O=C(NC(C(=O)c1ccccc1)n1c(=O)cc[nH]c1=S)c1ccccc1 (stereo unspecified),-2,3,-6,19,5,-1,30,-8
O=C1CSC(c2nn(-c3ccccc3)cc2-c2cc3ccccc3oc2=O)N1Cc1ccco1 (stereo unspecified),-1,8,42,25,6,-4,19,1
O=C(NCc1ccc(F)cc1)C(c1ccco1)N(C(=O)c1csnn1)C1CC1 (stereo unspecified),-7,-16,6,15,0,0,22,1
CC(C)[C@H]1COCCS(=O)(=O)N1Cc1ccccc1,-3,-11,-2,-5,-3,1,-50,-5
CC1CC(C)CN(C(=O)CN2C(=O)NC(c3ccccc3)(c3ccccc3)C2=O)C1 (stereo unspecified),2,-7,8,-8,-1,-12,15,-3
COC(=O)c1ccc(C(=O)NC(=S)Nc2nc3c(s2)CC(C)CC3)cc1 (stereo unspecified),-2,16,-30,-26,12,-1,18,0
CC(C)Sc1sc(C(=O)O)c(-c2ccc(Cl)cc2)c1C#N,-15,-13,-6,7,6,20,8,0

# Sorted by the number under UBC13 inh (high to low): 3 from the list above.
canonical_smiles | UBC13 inh
Cc1ccc(CNC(=O)C2CCN(S(=O)(=O)N3CCCC3)CC2)cc1 | 4
COc1ccc(N2C(=O)C3CCCN3C2=S)cc1 (stereo unspecified) | -6
COc1ccc(NC(=S)NCC(O)c2ccccc2)c(OC)c1 (stereo unspecified) | -18

# Other entries:
SMILES,CXCR6 inh,EBI2 block,UBC13 inh,Gli-Sufu antag,CCR6 antag,ATG4B inhibitor,APJ antagonist,APJ ag
COc1ccc(N/N=C(/C)c2cnnc(-c3ccccc3)n2)cc1,-13,2,-52,-18,29,8,20,-1
COC(=O)c1ccc(CNC(=O)CSC2=NCCS2)cc1,7,-8,5,-2,2,0,5,-2
Cc1cccc(C=Nc2ccc3c4c(cccc24)CC3)c1O,-6,2,7,6,14,5,11,-1
CCCCC(=O)NC(=S)Nc1cccc(Cl)c1N1CCCCC1,5,8,4,6,33,18,17,-3
CCCCN(C(=O)c1ccc(C)o1)c1c(N)n(CCCC)c(=O)[nH]c1=O,7,-9,0,3,11,6,-1,-5
O=C1c2ccccc2NC(c2cccc(O)c2)N1c1ccccc1 (stereo unspecified),-7,-2,20,1,-8,-5,11,-3
CCc1nnc(NC(=O)CSc2nnc(CNC(=O)c3ccccc3F)n2C)s1,2,-7,4,-9,8,-8,-7,2
Cc1ccc(-c2csc(NC(=O)C3=NN(c4ccccc4)C(=O)CC3)n2)cc1,-8,-8,-22,9,-1,-7,4,5
O=[N+]([O-])c1ccc(COc2ccc(CNc3ccccc3)cc2)cc1,-8,7,-1,-1,15,-1,-3,1
CCC(C)NC(=O)C1CCN(S(=O)(=O)c2cccs2)CC1 (stereo unspecified),-6,-1,-3,0,13,-5,8,4
Cc1ccccc1C(=O)Nc1nc(SCc2ccc(Cl)cc2)n[nH]1,-2,19,9,-5,11,-1,-20,-3
CCN(CC)c1nc(C#N)nc(N(CC)CC)n1,-5,17,5,-18,13,-1,17,-3
CCN1C(=NCC(C)C)N[C@@H](c2cccc(F)c2)C(C(=O)OC)=C1C,7,-2,4,-1,21,0,24,1
COc1cc(OC)cc(C(=O)Nc2nc3ccccc3[nH]2)c1,1,-9,-1,1,10,-6,-10,-2
Cc1ccc(S(=O)(=O)Nc2ccccc2C(=O)N2CCCCCC2)cc1,-7,-5,-5,-8,-2,5,10,0
CC(C)(C)C(=O)Nc1cccc(C(=O)Nc2cc(C(=O)O)cc(C(=O)O)c2)c1,1,-3,-5,1,14,5,3,0
NC(=O)CC(NC(=O)c1ccccc1)c1ccc(N2CCN(c3ccc(F)cc3)CC2)c([N+](=O)[O-])c1 (stereo unspecified),7,-2,6,48,14,-11,7,2
CCOc1ccccc1C(=O)Nc1ccc2nc(N3CCN(c4ncccn4)CC3)cc(C)c2c1,/,/,6,18,0,-10,1,3
Cn1nnnc1SCCNCC#Cc1ccccc1,-36,-15,2,2,-6,-13,-2,-2
COc1ccccc1NC(=O)CN(c1ccccc1C)S(C)(=O)=O,4,1,-4,27,12,1,20,-4
O=C(CSc1nc(N2CCOCC2)nc(N2CCOCC2)n1)Nc1ccc([N+](=O)[O-])cc1,5,26,-7,5,7,8,7,2
Cc1ccc(C(=O)NC2CCCCCCC2)cc1S(=O)(=O)N1CCOCC1,-6,1,-4,-16,13,4,14,8
CC(C)NC(=O)c1ccc(N(Cc2ccccc2)S(C)(=O)=O)cc1,-3,2,7,-11,1,-4,7,2
CSC(=NCc1cccnc1)NS(=O)(=O)c1cccs1,-2,-3,3,-34,11,-1,-7,-2
O=C1c2ccccc2/C(=C\c2ccc3[nH]ccc3c2)N1c1ccccc1,11,-59,0,9,8,19,0,-3

# Reprinted from the listing (14 entries):
SMILES,CXCR6 inh,EBI2 block,UBC13 inh,Gli-Sufu antag,CCR6 antag,ATG4B inhibitor,APJ antagonist,APJ ag
COC(=O)c1ccc(CNC(=O)CSC2=NCCS2)cc1,7,-8,5,-2,2,0,5,-2
Cc1cccc(C=Nc2ccc3c4c(cccc24)CC3)c1O,-6,2,7,6,14,5,11,-1
CCCCC(=O)NC(=S)Nc1cccc(Cl)c1N1CCCCC1,5,8,4,6,33,18,17,-3
CCCCN(C(=O)c1ccc(C)o1)c1c(N)n(CCCC)c(=O)[nH]c1=O,7,-9,0,3,11,6,-1,-5
O=C1c2ccccc2NC(c2cccc(O)c2)N1c1ccccc1 (stereo unspecified),-7,-2,20,1,-8,-5,11,-3
CCc1nnc(NC(=O)CSc2nnc(CNC(=O)c3ccccc3F)n2C)s1,2,-7,4,-9,8,-8,-7,2
Cc1ccc(-c2csc(NC(=O)C3=NN(c4ccccc4)C(=O)CC3)n2)cc1,-8,-8,-22,9,-1,-7,4,5
O=[N+]([O-])c1ccc(COc2ccc(CNc3ccccc3)cc2)cc1,-8,7,-1,-1,15,-1,-3,1
CCC(C)NC(=O)C1CCN(S(=O)(=O)c2cccs2)CC1 (stereo unspecified),-6,-1,-3,0,13,-5,8,4
Cc1ccccc1C(=O)Nc1nc(SCc2ccc(Cl)cc2)n[nH]1,-2,19,9,-5,11,-1,-20,-3
CCN(CC)c1nc(C#N)nc(N(CC)CC)n1,-5,17,5,-18,13,-1,17,-3
CCN1C(=NCC(C)C)N[C@@H](c2cccc(F)c2)C(C(=O)OC)=C1C,7,-2,4,-1,21,0,24,1
COc1cc(OC)cc(C(=O)Nc2nc3ccccc3[nH]2)c1,1,-9,-1,1,10,-6,-10,-2
Cc1ccc(S(=O)(=O)Nc2ccccc2C(=O)N2CCCCCC2)cc1,-7,-5,-5,-8,-2,5,10,0

# (next part)
SMILES,CXCR6 inh,EBI2 block,UBC13 inh,Gli-Sufu antag,CCR6 antag,ATG4B inhibitor,APJ antagonist,APJ ag
COc1cccc(C(=O)COc2ccc3c(C)cc(=O)oc3c2)c1,-5,5,3,7,3,-1,12,-2
CC(NC(=S)Nc1ccc(Cl)cc1Cl)C(c1cccs1)N1CCCC1 (stereo unspecified),6,16,6,30,25,0,18,-5
CC1CC1C(=O)Nc1cc(S(=O)(=O)N2CCOCC2)ccc1N1CCCC1 (stereo unspecified),-2,-2,2,-6,1,2,-8,-3
CSCCC(NC(=O)c1ccc(Cl)c([N+](=O)[O-])c1)C(=O)N1CCN(C/C=C/c2ccccc2)CC1 (stereo unspecified),-15,38,2,9,7,-5,-34,-2
COc1cccc(CNC(=O)COC(=O)c2ccc(Cl)s2)c1,-4,1,-11,6,-5,5,12,3
CCCCn1c(SCc2nc(N)nc(Nc3ccccc3C)n2)nc2ccccc2c1=O,0,6,-16,4,2,24,1,-1
O=C(Nc1c(F)cc(F)cc1Br)c1cc(-c2ccco2)on1,6,-1,2,-18,-7,15,1,-2
Cc1cc(C)c2c(NC(=S)Nc3ccccc3)n[nH]c2n1,16,4,-5,1,24,-2,11,-2
COc1cc(Cl)ccc1OCc1cc(C(=O)NC(C)Cc2cccnc2)no1 (stereo unspecified),0,5,-8,-8,0,-1,-20,-4
CCN1CCN(C(=O)NCc2ccccc2)CC1,-5,-3,3,20,3,6,5,-4
COc1ccc2c(c1)c(CC(=O)OC(C)C(=O)N(C)C)c(C)n2C(=O)c1ccc(Cl)cc1 (stereo unspecified),6,7,20,5,27,-22,3,1
O=C(CSc1nnnn1C1CCCC1)N1CCCCC1,-5,-3,0,-31,14,7,-7,1

# Screens as filed in PubChem.
